# INS promoter inh – inhibitors of insulin promoter-driven GFP, primary screen, imaging, TRM-6 cells (human fetal islet line), eGFP reporter, cell count | AID 1273, 2008 | 130,000 compounds, 0.9% hits | reporter expression induced with tamoxifen | inhibition, % at 2 µM;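 active means inhibition above the mean plus 3 SD, with well images judged a real hit on visual review, cut at about 60% in these data, passing the limit was not always enough; inconclusive means inhibition over the cutoff but images rejected on review; inactive means inhibition not above the cutoff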
# SDO1 yeast rescue – growth rescue of sdo1-depleted yeast, primary screen, S. cerevisiae, bone marrow failure model; S. cerevisiae sdo1-depleted JHY4D growth rescue, OD600 30 h; active compounds read high; pdr5 snq2 efflux-pump mutant strain; z-score at 10 µM; 140,000 compounds, 0.21% hits; AID 817, 2007;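 active means z-score above 3 at both the 24 hr and the 30 hr optical density reads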;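 further: z-score against mean and SD of all compound wells on the same plate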
# SDO1 yeast rescue Rescue 24 h – also measured in SDO1 yeast rescue; calls as there; z-score; S. cerevisiae sdo1-depleted JHY4D growth rescue, OD600; measured here: growth rescue at 24 h;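 0 is the plate mean of compound wells and units are plate SD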
# * = called active by the depositor; i = inactive; ? = inconclusive; nt = no result given. Some of the compounds tested; the hit share may differ from the screen's.
# Each structure is followed by: SDO1 yeast rescue, SDO1 yeast rescue Rescue 24 h, INS promoter inh
Cc1cc(-c2csc(NC(=O)c3ccc(C#N)cc3)n2)c(C)n1Cc1ccccc1
  -0.24, 0.79, nt
CCCCc1cc(=O)oc2c(CN(CC)CC)c(O)c(Cl)cc12
  0.44, -0.21, 0.0
COCCn1c(SCC(=O)NC(=O)NC(C)C)nc2ccccc21
  0.63, 0.19, -11.8
CCCCCn1c(Sc2nc3ccccc3s2)nc2c1c(=O)[nH]c(=O)n2C
  -0.98, -0.47, -17.2
CCOC(=O)c1cc2c(ccn2-c2ccc(F)cc2)n1CC(=O)N1CCN(C(=O)c2ccco2)CC1
  1.76, 4.14, nt
CCOC(=O)c1c(NC(=S)Nc2ccccc2)sc2c1CCN(CCc1ccccc1)C2
  -0.3, -0.41, -233.3
CC1CC(C)CN(S(=O)(=O)c2ccc(C(=O)NCCCn3ccnc3)cc2)C1 (stereo not given)
  0.49, 0.25, nt
O=C(/C=C/c1ccc(-c2ccccc2)o1)c1ccccc1
  -0.9, -0.42, -16.7
O=C(CSc1nnc(Nc2ccccc2)s1)NCc1ccco1
  -0.14, -0.9, -24.2
CN1CCC(N(C)CC(=O)Nc2cccc(Oc3ccccc3)c2)CC1
  -0.45, -0.52, nt
Cc1nc(CCNC(=O)Cc2ccc(Cl)cc2)cs1
  1.67, 0.56, nt
CC(C)CCCNc1nc(N2CCOCC2)nc(N2CCOCC2)n1
  -0.39, 0.21, nt
CCC(c1nnnn1C(C)(C)C)N(Cc1cc2cccc(C)c2n2nnnc12)C1CCCC1 (stereo not given)
  nt, nt, 26.7
CN1C(=O)C2(C(C#N)=C(N)N(c3cc(Cl)cc(Cl)c3)C3=C2C(=O)CCC3)c2ccccc21 (stereo not given)
  1.38, 0.8, -21.6
O=C(CSc1nc2ccccc2[nH]1)c1ccc(Cl)s1
  -0.27, 1.12, 11.4
COc1ccc(S(=O)(=O)N(C)C2CCN(C)CC2)cc1
  -0.76, -0.37, nt
CN(Cc1cccs1)C(=O)COC(=O)CNC(N)=O
  nt, nt, 58.3
CC(C)(C)c1ccc(CNc2ccc([N+](=O)[O-])cn2)cc1
  -1.65, -0.59, 23.5
Cc1ccc(/C=C2\CCCC3=C2NC(=S)NC3c2ccc(C)cc2)cc1 (stereo not given)
  -1.01, -0.43, 40.0
COC(=O)c1ccccc1NC(=O)C1CCN(C(=O)c2cc(OC)cc(OC)c2)CC1
  -0.87, -1.11, -9.6
CC(C(=O)NCc1ccco1)n1nc(-c2ccccc2)c2cc(Cl)ccc21 (stereo not given)
  -1.5, -0.27, nt
COc1cccc(-n2nc(C(N)=O)c(O)cc2=O)c1
  nt, nt, 61.5
O=C(Nc1nccs1)c1ccc(S(=O)(=O)c2ccccc2)cc1
  -0.5, 0.25, 50.0
COc1ccc(NC(=O)Nc2ccc3nsnc3c2)cc1
  0.31, 0.18, 58.1
O=c1c2c(nc3cc(-c4cccc(Cl)c4)[nH]n13)CCCC2
  nt, nt, 35.7
CCCCC(=O)N1CC2(C)CN(C(=O)CCCC)CC(C)(C1)C2=O
  1.74, 1.87, 50.0
CCN(CC)c1ccc(/C=C/C(=O)C2C(=O)C=C(C)OC2=O)cc1 (stereo not given)
  nt, nt, i
CCOc1ccc(C(C)=O)cc1N1C(=O)C2C(C1=O)C1C=CC2C12CC2 (stereo not given)
  0.76, 0.48, 40.0
COC(=O)c1cc(O)c(OCc2ccccc2)c(O)c1
  -1.14, -1.1, -63.6
O=C(Cn1cnc2c(cnn2-c2ccccc2)c1=O)N1CCOCC1
  -0.05, -0.56, -42.9

# 3 records drawn at random from the list so far, as already listed:
# Each structure is followed by: SDO1 yeast rescue, SDO1 yeast rescue Rescue 24 h, INS promoter inh
CCN(CC)c1ccc(/C=C/C(=O)C2C(=O)C=C(C)OC2=O)cc1 (stereo not given)
  nt, nt, i
CN(Cc1cccs1)C(=O)COC(=O)CNC(N)=O
  nt, nt, 58.3
COC(=O)c1cc(O)c(OCc2ccccc2)c(O)c1
  -1.14, -1.1, -63.6

# Further entries follow:
# Each structure is followed by: SDO1 yeast rescue, SDO1 yeast rescue Rescue 24 h, INS promoter inh
O=C(COc1ccc2oc(-c3ccccc3)cc(=O)c2c1)Nc1ccccc1
  -0.4, 0.57, nt
CC1CCN(c2nc(-c3ccccc3)c(C#N)c(=O)[nH]2)CC1
  -0.81, -0.53, 30.8
COc1ccc(-c2nc(NC(=O)Cn3cnnn3)sc2C)cc1
  nt, nt, 66.7
COc1cc(/C=C2/N=C(c3ccccc3F)OC2=O)cc(Cl)c1OS(C)(=O)=O
  0.3, 0.49, -2.8
O=S(=O)(c1ccc(Cl)cc1)N1CCC(n2cnc3cc(C(F)(F)F)ccc32)CC1
  nt, nt, -6.2
CCN=c1scc(-c2cccs2)n1/N=C/c1cc(OC)ccc1O
  -0.58, 0.05, 22.2
COc1ccc(Nc2c(-c3ccc(C)cc3)nc3cnccn23)cc1
  nt, nt, 8.3
Cc1ccc(C)c(NC(=S)N2CCC(N(C)CC3CCCO3)CC2)c1 (stereo not given)
  0.29, -1.2, -16.7
COc1ccc(-n2nnnc2-c2ccccc2)cc1
  0.4, 0.83, -45.2
COc1cc(OC)nc(-n2ncc(OC)c(Br)c2=O)n1
  0.65, -0.3, nt
CC1CCc2ccccc2N1C(=O)c1cccs1 (stereo not given)
  -1.14, -1.21, 25.0
CSc1ccccc1C(=O)NCC1CCCO1 (stereo not given)
  1.61, 2.32, 16.7
COC(=O)c1cc(OC)c(OC)cc1NC(=O)c1cccnc1
  1.45, 1.25, 25.0
CCn1nc(C)c(NS(=O)(=O)c2ccc(C)cc2)c1C
  -0.46, -1.33, 3.5
O=C(Nc1ccn(Cc2ccc(F)cc2)n1)c1ccncc1
  -1.32, -1.64, nt
CCOC(=O)N1CCC(NC(=O)Cn2nc(Cc3ccncc3)c3ccccc3c2=O)CC1
  1.25, 1.72, nt
COc1ccc(C2SCC(=O)N2c2nnc(C34CC5CC(CC(C5)C3)C4)s2)cc1 (stereo not given)
  0.12, 0.02, -43.2
Cn1c(SCc2ccccc2)nnc1C1CCCNC1 (stereo not given)
  0.45, -0.02, 27.3
COc1cc(/C=N/O)cc(Br)c1OC
  -1.36, -1.85, 15.2
C=CCOc1ccccc1CNc1cccc(F)c1
  0.71, 0.24, 26.7
Cc1cc[n+](CC(=O)c2ccccc2)c2ccccc12
  nt, nt, -25.0
CCOC(=O)c1c(C)c(C(=O)N2CCCCCC2)c(C)n1C
  0.07, -0.08, nt
CCOC(=O)c1n[nH]c2ccccc12
  0.27, -0.12, -11.1
Cc1nn(-c2ccccc2)c(C)c1C(=O)OCC(=O)NCc1ccco1
  0.16, 0.9, -42.9
CC(C)C(NC(=O)OC(C)(C)C)C(=O)N1CCCC1C(=O)NC(Cc1ccccc1)C(N)=O (stereo not given)
  0.68, 0.47, nt
CN(C)C=Nc1nc2ccccc2nc1N1CCCC1
  nt, nt, 5.3
CN(CCCNC(=O)C1CCC(=O)N1Cc1ccc(F)cc1)c1ccccc1 (stereo not given)
  -0.29, -0.38, nt
O=C(Nc1cc(C(=O)N2CCOCC2)ccc1N1CCCC1)c1cccs1
  0.6, -0.28, 41.0
COc1ccc(C)cc1S(=O)(=O)N(C)CC(=O)N1CCN(c2ccccc2)CC1
  nt, nt, -33.3
O=C(CCn1c(=O)[nH]c2ccsc2c1=O)N(CCc1ccccc1)Cc1ccccc1
  0.35, -1.41, -53.9
COc1cc(S(=O)(=O)N2CCCCC2)ccc1NC(=O)c1ccc(F)cc1
  -0.48, -0.04, -57.1
O/N=C/c1ccn(-c2ccc(Br)cc2)c1
  nt, nt, 13.3
CC(C)[C@@H]1NC(=O)c2cc([N+](=O)[O-])cc(I)c2OCC[C@@H](C(N)=O)NC(=O)[C@H](CCC(=O)O)NC1=O
  0.77, 0.37, 13.6
Cc1ccc(C(=O)NC2CCN(C(=O)N3CCOCC3)CC2)cc1
  -1.11, -0.94, -36.4
O=C(c1ccc(Cl)c(Cl)c1)N1CCCC1
  0.73, 0.93, 21.4
CNc1nc(Cl)c(SC)c(N2CCOCC2)n1
  nt, nt, 22.2
O=c1nc(NC2CCCC2)ccn1Cc1cccc(Br)c1
  1.49, 1.52, -172.4
CCOC(=O)C1CCN(C(=O)CN(Cc2ccc(Cl)cc2)S(C)(=O)=O)CC1
  0.58, 0.69, -90.0
O=C(Cn1ncc2c3ccccc3n(Cc3ccc(F)cc3)c2c1=O)N1CCN(c2ncccn2)CC1
  -1.31, -1.01, -36.7
COc1ccccc1OCC(=O)Nc1ccc(S(=O)(=O)NC(C)=O)cc1
  0.24, -0.3, nt
OCC1(Cc2ccc(Cl)cc2)CCN(CCCc2ccccc2)CC1
  nt, nt, -34.8
CCCCn1nnc(NC(=O)COc2cc(C)ccc2C(C)C)n1
  -0.73, -0.65, 23.1
Cc1[nH]c2ccccc2c1/C=N\NC(=O)Cn1nnc(-c2ccccc2)n1
  -0.81, 0.14, nt
CC(C)COC(=O)Nc1ccccc1C(=O)N1CCOCC1
  -0.32, -1.55, 13.6
C/C(=N\Nc1nc(N)cc(Cl)n1)c1cccc([N+](=O)[O-])c1
  1.12, 1.25, nt
COc1ccccc1CNC(=O)CSc1nnc2c(Cl)cc(C(F)(F)F)cn12
  0.75, 1.1, 6.5
CC1(C)Cc2c(c(N3CCCC3)[nH]c(=S)c2C#N)CO1
  0.57, 0.46, -10.3
O=C(Nc1c2c(nc3c1CCC3)CCCC2)c1ccccn1
  -0.22, -0.69, 26.7
Cc1ccc(-c2nnn(CC(=O)NCCC3=CCCCC3)n2)cc1
  -1.41, -0.78, 60.0
COc1ccc(Cl)cc1NC(=O)c1cnc2sccn2c1=O
  -0.12, 0.55, ?
COc1cc2c(cc1OC)CN(CC(=O)Nc1ccc(Cl)c(S(=O)(=O)N(C)C)c1)CC2
  nt, nt, -16.7
Cc1ccc(O)c(C(=O)c2cnn(C(=O)COc3ccc(Cl)cc3)c2)c1
  1.34, 1.03, nt
OCCC1CN(Cc2cccc(-c3ccco3)c2)CCN1Cc1ccsc1 (stereo not given)
  nt, nt, 0.0
CCOc1ccccc1NC(=O)CCCN1C(=S)NC(C)(C)CC1C (stereo not given)
  0.08, -0.23, 24.3
C=C(C)c1cccc(C(C)(C)NC(=O)Nc2ccc(C(C)=O)cc2)c1
  -0.92, -0.34, -6.2
CNC(=O)CSc1nnc(-c2ccc3c(c2)OCO3)n1C
  nt, nt, -21.9
COc1ccc(C2CC2/C(C)=N/OC(=O)c2cccs2)cc1 (stereo not given)
  -1.5, -1.14, -29.0
CC(SCc1ccccc1)C(=O)N/N=C/c1cccs1 (stereo not given)
  0.38, 0.21, -37.9
COc1cc2c(cc1OC)C(c1ccc(-c3ccccc3Cl)o1)=NCC2
  -1.35, -0.48, -46.4
CCOC(=O)c1ccc(Nc2cc(C)nc3ncnn23)cc1
  0.75, 0.15, nt

# Other entries.
# Each structure is followed by: SDO1 yeast rescue, SDO1 yeast rescue Rescue 24 h, INS promoter inh
CC(=O)Nc1ccc(NS(=O)(=O)C(F)(F)F)cc1
  1.23, 1.79, -3.9
CCOC(=O)C(=O)Nc1ccccc1C#N
  1.04, 1.33, -100.0
CC(=O)Cc1nsc(Nc2ccc(C)cc2)n1
  nt, nt, 25.0
O=C(c1ccc(NC(=S)NCc2ccco2)cc1)N1CCOCC1
  nt, nt, -15.8
CSC1=NSC2=NC(=O)/C(=C/c3coc4ccc(O)cc4c3=O)C(=N)N12
  2, 2.33, -13.8
Cc1sc(NC(=O)c2ccc(Br)s2)c(C(N)=O)c1C
  -1.29, -1.03, -428.6
CCN(CCCNC(=O)CCNC(=O)Cn1ccc2ccccc2c1=O)c1ccccc1
  0.29, 0.38, -56.0
COc1ccc(OC)c(NC(=O)c2cnn(-c3ccccc3Cl)c2NC(=O)c2ccco2)c1
  -1.24, -1.28, -6.7
Cc1cc(-c2ccccc2)nc2[nH]n(-c3ccccc3)c(=O)c12
  0.08, 0.25, -357.1
CCCOc1ccc(NC(=O)C2CC(=O)N/C(=N/N=C(\C)CCc3ccc4c(c3)OCO4)S2)cc1 (stereo not given)
  -0.85, 0.1, nt
Cc1ccccc1Nc1nc(N)nc(COc2ccc(C#N)cc2)n1
  nt, nt, 4.8
CN1CCN(c2ncccc2S(=O)(=O)N2CCCCC2)CC1
  -0.09, 0.07, -347.6
CCNC(=S)NNC(=O)c1cccnc1
  0.01, -0.24, 6.7
COCCn1c(Cc2ccccc2)nnc1SCC(=O)N1CCCCC1C (stereo not given)
  -0.8, -0.6, -5.4
O=C(CCSc1ccc(Cl)cc1)N1CCOCC1
  0.28, -0.17, -11.8
Cc1cc(=O)oc2cc(OC(C)C(=O)Nc3ccc(N4CCOCC4)cc3)ccc12 (stereo not given)
  1.25, 0.75, -13.3
O=C(NCN1CCc2ccccc2C1)c1ccccc1
  0.16, 0.02, nt
CCOC(=O)c1cccc(NC(=O)CSc2nnc(COc3ccc(Cl)cc3)o2)c1
  0.62, 1.37, 0.0
Cc1ccc(-c2nnc3n2N=C(c2ccc(Br)cc2)CS3)cc1
  -1.62, -0.98, nt
COc1cccc(OCc2nnc(SCC(=O)NCc3ccco3)n2C)c1
  1.45, 1.8, 37.1
CC(=O)NC1CCN(C(=O)N2CCCC2)CC1
  0.88, -0.06, 45.5
CCOc1ccc2nc(N/C(N)=N/C(=S)Nc3ccc(C)c(C)c3)nc(C)c2c1
  -0.84, -0.3, -8.0

# Screening results as filed in PubChem.
